# HT1080 IDH1KD tx: HT-1080 IDH1 knockdown cell toxicity (counter line); AID 686971; hit rate 2% among 360,000; Potency, µM (series often up to 46.1 µM), without a hit: top-dose activity, negative = toxicity, hits mostly cytotoxic; HT-1080 IDH1 knockdown viability, ATP luminescence, 48 h;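 further: potency means the concentration at half of the fitted maximal effect; 0% = DMSO wells and -100% = cell-free medium wells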
#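 IDH1KD HT-1080 cells, 750/well, RPMI + 5% FBS; compound pinned after 2 h settling; 48 h, 37 °C; CellTiter-Glo luminescence; % activity normalised to DMSO and no-cell wells; curves fitted, classed by r2 and efficacy.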
# HT1080-NT tox: kills 2HG-producing HT-1080-NT fibrosarcoma cells; HT-1080-NT fibrosarcoma viability, CellTiter-Glo ATP luminescence, 48 h; Potency, µM (top dose mostly 46.1 µM), for the others: at the highest dose activity, negative = less viability, actives largely listed as cytotoxic; hit rate 1.6% among 360,000;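 further: NT is the 2HG producing partner of a matched IDH1 knockdown line; potency means the concentration at half of the fitted maximal effect; 0% = DMSO-treated cells and -100% = media-only wells without cells; nearly all actives have a fitted effect of over 55% in size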
#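 Viability of the 2HG-overproducing fibrosarcoma line after 48 hours of compound exposure at 37 degrees C was determined by luminescence with CellTiter-Glo, and concentration-effect curves were then fitted and categorized.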
# GLP-1R agonist: GLP-1 receptor (human) agonism; AID 624172; hit rate 0.007% among 380,000; P43220; HEK293 GLP-1R CRE-luciferase, luminescence, 4-6 h; cells express a hypersensitive GLP-1R form; Potency, µM (top dose mostly 45.6 µM), without a hit: at the top dose activation, usual class: activators; further: potency means the concentration at half of the fitted maximal effect; % of control where 0% means no effect
# Target sequence (P43220 whole entry, looked up): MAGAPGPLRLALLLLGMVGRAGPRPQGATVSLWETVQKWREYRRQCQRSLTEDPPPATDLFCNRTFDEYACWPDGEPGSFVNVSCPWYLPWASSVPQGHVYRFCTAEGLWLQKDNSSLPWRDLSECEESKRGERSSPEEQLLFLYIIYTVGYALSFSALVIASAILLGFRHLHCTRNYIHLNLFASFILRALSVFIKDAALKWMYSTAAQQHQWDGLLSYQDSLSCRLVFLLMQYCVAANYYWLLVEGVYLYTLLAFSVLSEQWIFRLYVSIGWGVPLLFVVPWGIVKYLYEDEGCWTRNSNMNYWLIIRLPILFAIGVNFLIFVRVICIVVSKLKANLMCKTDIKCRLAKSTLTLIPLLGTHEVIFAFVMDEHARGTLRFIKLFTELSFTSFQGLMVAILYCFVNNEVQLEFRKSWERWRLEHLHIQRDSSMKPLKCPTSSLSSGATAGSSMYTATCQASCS
# D3 antag: blocks the human D3 dopamine receptor | D3R cells, DiscoveRx beta-arrestin luminescence, antagonist mode; stronger effect = lower value | max response, negative = inhibition, % | hit rate 2.5% among 360,000 | AID 652054; in the data active means max response below about -50%; inconclusive means no clear call, values can overlap the other calls; further: on the % scale 0 is the no-effect control and ±100 the full control effect; mostly tested at two doses, the higher about 12 µM
# Target sequence (P35462 whole entry, looked up): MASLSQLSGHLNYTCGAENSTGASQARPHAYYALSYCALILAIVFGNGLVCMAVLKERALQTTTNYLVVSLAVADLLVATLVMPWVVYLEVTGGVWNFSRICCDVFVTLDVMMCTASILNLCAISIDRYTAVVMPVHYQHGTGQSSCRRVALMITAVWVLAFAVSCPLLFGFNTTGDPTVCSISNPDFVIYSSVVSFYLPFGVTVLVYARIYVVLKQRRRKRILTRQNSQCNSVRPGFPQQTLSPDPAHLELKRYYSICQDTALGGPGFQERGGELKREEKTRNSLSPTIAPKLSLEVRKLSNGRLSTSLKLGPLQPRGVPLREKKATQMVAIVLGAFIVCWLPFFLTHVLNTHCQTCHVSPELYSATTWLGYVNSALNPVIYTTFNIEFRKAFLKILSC
#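 Cells plated overnight at 1500 cells/well, then exposed to library compounds with dopamine controls for 90 minutes at 37 degrees C. DiscoveRx reagent added for 30–60 minutes at room temperature; luminescence read, quantitative HTS format.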
# KB-3-1 tox: KB-3-1 parental cell cytotoxicity; AID 1347075; Potency, µM (highest dose often 46.1 µM), inactives show at the top dose activity change, negative = cytotoxic, hits mostly cytotoxic; KB-3-1 viability, CellTiter-Glo ATP luminescence, 72 h; hit rate 1.4% among 400,000; further: potency means the concentration at half of the fitted maximal effect; on the % scale 0 is the no-effect control and ±100 the full control effect; nearly all actives have a fitted effect of over 60% in size
#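 Parental KB-3-1 adenocarcinoma cells in phenol-red-free DMEM with 10% FBS were pin-treated with compounds at several concentrations, incubated 72 h at 37 °C, and viability read by CellTiter-Glo luminescence; concentration-effect curves were fitted after normalization.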
# KB-V1 MDR tox: KB-V1 MDR subline cytotoxicity | AID 1347076 | Potency, µM (highest dose often 46.1 µM), for inactives: at the top dose activity change, negative = cytotoxicity, most hits filed as cytotoxic | hit rate 3.4% among 400,000 | KB-V1 MDR cells viability, CellTiter-Glo, 72 h; further: potency means the concentration at half of the fitted maximal effect; on the % scale 0 is the no-effect control and ±100 the full control effect; nearly all actives have a fitted effect of over 60% in size
#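 Compound-treated KB-V1 multidrug-resistant cells, 72 h, 37 degrees C; viability by CellTiter-Glo. Fitted qHTS curves give the values.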
# IL1B secr inh: blocks inflammasome-driven IL-1 beta release | THP-1 LPS/ATP IL-1B secretion, AlphaLISA, 16 h; stronger effect = lower value | activity change, % at 57.5 µM | hit rate 4.7% among 360,000; in the data active means activity change below about -50%; inconclusive means mostly about -30% to -49%; further: on the % scale 0 is the no-effect control and ±100 the full control effect
#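 Secreted IL-1B measured by AlphaLISA bead assay after 16 h compound exposure of THP-1 cells; compounds (final up to 57.5 uM) added 1 h before LPS (250 ng/mL) and ATP (1.25 mM) stimulation; lower signal means less secretion.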
# SW480 rereplic: DNA re-replication induction in SW480 cells; SW480 DNA re-replication, Hoechst DNA content imaging, 48 h; Potency, µM (top dose mostly 46.1 µM), inactives show at the top dose re-replication activation, actives largely listed as activators; hit rate 1.8% among 340,000; AID 624297; further: potency means the concentration at half of the fitted maximal effect; % of control where 0% means no effect; nearly all actives have a fitted effect of over 55% in size
#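 SW480 cells exposed to compounds for 48 hr at 37 C, 5% CO2, then Hoechst-stained 40 min. Nuclear DNA content imaged by fluorescence scanning (405 nm excitation, 500-530 nm emission); re-replication scored as increased high-intensity nuclei.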
# DRD3 agonist: activates the human D3 dopamine receptor; max activation, %; AID 652048; P35462; hit rate 0.58% among 410,000; D3R DiscoveRx beta-arrestin cells, luminescence, 90 min; in the data active means max activation above about 30%; further: 0% is about no effect; mostly tested at two doses, the higher about 12 µM
#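 Agonist mode: compounds and dopamine controls were applied to plated cells for 90 min at 37 degrees C after an overnight attachment at 1500 cells/well. Luminescent read-out followed 30 - 60 minutes at room temperature with DiscoveRx detection reagent.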
# * hit, by the source's call; ? = inconclusive; · = no result given; [ ] = remark or other dose. Unless noted, the call rests on the fitted dose curve; in most records, active means well fitted curve in the direction sought with a large enough effect; inconclusive means small, poorly fitted or top-dose-only effect, or another doubt; inactive means no such curve, though single readings can be large; an effect the other way counts as inactive or inconclusive.
cpd	smiles	HT1080 IDH1KD tx	HT1080-NT tox	GLP-1R agonist	D3 antag	KB-3-1 tox
1	O=C(Cn1c(=O)c(C(F)(F)F)nc2ccccc21)N1CCC2(CC1)OCCO2	-0.5%	11.3%	-5.1%	14.1	-1.7%
2	O=C1NC(=O)N(c2ccc3c(c2)OCO3)C(=O)/C1=C\c1ccc(N2CCCCC2)o1	9.9%	-5.2%	-2.9%	-13.9	-19.0%
3	CN(C)C(=O)Oc1c(Cl)cc(Cl)c2cccnc12	5.7%	-0.9%	9.7%	-14.1	0.8%
4	CCCCn1c(O)c(/C(C)=N/NC(=O)Nc2ccccc2)c(=O)[nH]c1=O	-2.2%	0.3%	1.2%	-4.6	1.7%
5	COc1ccc2[nH]c3c(c2c1)CCNC3C (centres undefined)	14.2%	-0.7%	-2.9%	0.3	20.7%
6	COC(=O)C1=C(c2cccc(Cl)c2)C[C@@H]2CC[C@H]1N2C(=O)N1CCCC1	1.2%	0.0%	2.0%	-16.0	?
7	c1ccc2c(NC3=NCCS3)cccc2c1	-2.9%	-5.9%	9.6%	-17.9	24.3%
8	S=C(NCCc1ccccc1)N1Cc2cc(-c3ccccc3)ccc2-n2nncc2C1	?	-9.6%	-1.0%	10.0	0.1%

cpd	KB-V1 MDR tox	IL1B secr inh	SW480 rereplic	DRD3 agonist
1	8.7%	8.0	-1.9%	1.1
2	0.0%	-14.7	-2.5%	-7.5
3	-24.4%	19.6	2.8%	4.2
4	0.0%	12.9	-12.7%	5.6
5	-4.5%	20.2	3.0%	-8.6
6	-1.2%	4.8	1.0%	10.5
7	0.0%	22.4	-2.1%	4.9
8	?	-3.5	·	9.3

# The listing continues:
cpd	smiles	HT1080 IDH1KD tx	HT1080-NT tox	GLP-1R agonist	D3 antag	KB-3-1 tox
9	Cc1ccccc1N1CCN(Cc2ccc3c(c2)OCO3)CC1	-11.8%	-12.3%	14.4%	-76.5*	-20.6%
10	COC(=O)C1=C(c2c(C)noc2C)C[C@@H]2CC[C@H]1N2C(=O)N1CCc2cc(OC)c(OC)cc2C1	5.7%	9.6%	22.2%	8.1	1.7%
11	CCOC(=O)C1(Cc2ccc(Cl)cc2)CCN(C(C)CCn2cccn2)CC1 (centres undefined)	?	-26.2%	13.3%	?	-4.6%
12	CCOc1ccc(CNCCc2ccc3c(c2)OCO3)cc1	-20.0%	-27.5%	14.3%	-86.4*	-0.7%
13	Cc1cc(/C=C2\C(=O)NC(=O)N(c3cccc(Br)c3)C2=O)c(C)n1C	15.1%	11.8%	0.1%	-1.2	14.6%
14	C[C@@H]1CN([C@@H](C)CO)C(=O)CCCn2cc(nn2)CO[C@H]1CN(C)C(=O)Oc1cccc2ccccc12	4.7%	7.2%	-4.3%	7.9	-6.9%
15	CC(C)N1CCN(Cc2c[nH]c3ccccc23)CC1CCO (centres undefined)	-9.5%	-3.7%	4.7%	-13.3	15.0%
16	COc1ccccc1/C=N/N=C(/N)N[N+](=O)[O-]	14.2%	21.2%	14.3%	-2.6	?

cpd	KB-V1 MDR tox	IL1B secr inh	SW480 rereplic	DRD3 agonist
9	-26.2%	-23.0	-2.1%	-17.2
10	0.1%	-2.7	-0.8%	-0.9
11	?	?	1.7%	-6.4
12	-9.3%	-18.9	3.1%	-5.0
13	-1.0%	23.1	-10.1%	2.8
14	-0.3%	-12.5	·	2.5
15	?	14.0	24.6%	-8.0
16	-15.5%	10.4	-4.6%	3.9

# Remaining list, next part.
cpd	smiles	HT1080 IDH1KD tx	HT1080-NT tox	GLP-1R agonist	D3 antag	KB-3-1 tox
17	COc1ccc(OCC(=O)N2CCN(C3CCC(c4ccccc4)CC3)CC2)cc1 (centres undefined)	-3.8%	-10.8%	8.6%	-20.4	-13.6%
18	O=C(Cn1ncc2ccccc21)N1CCC2(CC1)OCCO2	14.5%	0.0%	-0.8%	-17.6	7.3%
19	CC1CN(O)C2CCc3nonc3C12O (centres undefined)	9.5%	13.8%	-0.7%	0.0	5.6%
20	CC(=O)CCC(C)=O	9.0%	-14.5%	-6.7%	21.9	?
21	CCCCn1c(=O)c(C(=O)NCc2ccncc2)c(O)c2ccccc21	?	-20.1%	-10.4%	1.5	-3.7%
22	CC/C(=N\NC(=O)Nc1ccccc1)c1c(O)n(Cc2ccccc2)c(=O)[nH]c1=O	?	?	-0.5%	2.6	?
23	OC12Oc3ccccc3C=C1N1CCC2CC1 (centres undefined)	9.6%	15.3%	8.7%	?	0.0%
24	CCOC(=O)c1c(C)n(Cc2ccccc2)c2ccc(OCC(O)Cn3nc(C)nc3C)cc12 (centres undefined)	-4.3%	-0.8%	19.9%	-11.5	-7.5%

cpd	KB-V1 MDR tox	IL1B secr inh	SW480 rereplic	DRD3 agonist
17	-25.5%	-2.9	-12.8%	-10.8
18	-7.4%	33.8	-4.3%	2.1
19	?	12.7	0.9%	-3.0
20	8.7%	-4.4	-17.9%	14.4
21	?	12.0	-0.1%[9.22 µM]	3.7
22	10.1%	11.8	-5.1%	-0.7
23	?	23.8	1.3%	-4.2
24	3.1%	?	17.7%	-0.8

# (more compounds)
cpd	smiles	HT1080 IDH1KD tx	HT1080-NT tox	GLP-1R agonist	D3 antag	KB-3-1 tox
25	COC(=O)C1(C(=O)O)Cc2cc([N+](=O)[O-])ccc2N2CCCC21 (centres undefined)	2.9%	9.0%	-4.3%	6.0	1.7%
26	COc1ccc(C(=O)c2nc3ccccc3n2C(C)C)cc1	0.2%	3.2%	17.6%	-1.0	3.5%
27	COC(=O)C1=C(c2ccc(F)cc2OCc2ccccc2)C[C@@H]2CC[C@H]1N2C(=O)NCc1ccccc1Br	-16.2%	0.0%	0.8%	?	?
28	O=C(CN1CCN(Cc2ccc(Cl)cc2)C1=O)N1CCC2(CC1)OCCO2	4.6%	10.1%	-1.1%	0.2	-2.2%
29	CC(=NCCN1CCCCC1)c1c(O)n(-c2ccccc2)c(=O)[nH]c1=O	6.8%	-10.6%	-2.2%	-18.6	5.4%
30	O=C(CCS(=O)(=O)c1ccc(Br)cc1)N1CCC2(CC1)OCCO2	2.7%	-0.8%	5.0%	-13.8	-4.9%
31	C[N+]1(C)[C@@H]2CC[C@H]1CC(OC(=O)C(c1ccccc1)c1ccccc1)C2 (some centres undefined)	4.6%	3.9%	1.0%	7.5	-5.1%
32	CCCCn1c(O)c(C(CC)=NCCN2CCOCC2)c(=O)[nH]c1=O	-21.5%	1.2%	-4.1%	?	-0.4%

cpd	KB-V1 MDR tox	IL1B secr inh	SW480 rereplic	DRD3 agonist
25	1.2%	21.3	-40.4%	6.2
26	-25.4%	3.1	-15.2%	1.6
27	-9.3%	-11.9	2.3%	-2.1
28	-4.8%	27.9	2.9%	8.3
29	9.1%	4.7	-7.7%	1.2
30	20.0%	-2.7	1.7%	-1.8
31	17.2%	2.1	-1.3%	3.7
32	?	0.1	-6.1%	-10.0

# Carrying on:
cpd	smiles	HT1080 IDH1KD tx	HT1080-NT tox	GLP-1R agonist	D3 antag	KB-3-1 tox
33	O=C(c1ccc(Cl)cc1)N1CCC2(CC1)OCCO2	-0.8%	1.6%	-3.1%	2.6	12.4%
34	O=[N+]([O-])c1ccccc1-c1cc(-c2ccccc2)cc(-c2ccccc2)[n+]1Cc1ccccc1Cl	10.3µM*	7.31µM*	-0.6%	-4.2	9.2µM*
35	O=[N+]([O-])c1ccc(-c2ccccc2)c([As](=O)(O)O)c1	-26.3%	-28.9%	-6.3%	?	-4.0%
36	CC1CN(c2ccc([N+](=O)[O-])cc2Cl)CCN1 (centres undefined)	-19.5%	-13.3%	-2.6%	13.5	0.1%
37	COC(=O)C1=C(c2cc3ccccc3o2)C[C@@H]2CC[C@H]1N2C(=O)N1CCC(O)CC1	-4.9%	1.1%	2.5%	0.0	-1.8%
38	C[N+]1(C)C2CCC1CC(OC(=O)c1ccccc1)C2 (centres undefined)	-20.4%	-5.1%	1.5%	-15.5	0.7%
39	Cc1cccc(OCCn2cccc2/C=C2/C(=O)NC(=O)N(Cc3ccco3)C2=O)c1	4.2%	0.0%	7.4%	-1.1	15.0%
40	CC(=O)N1CCN(CCN=Cc2c(O)n(-c3ccc(C)cc3)c(=S)[nH]c2=O)CC1	20.4%	-4.3%	4.7%	-4.8	15.8%

cpd	KB-V1 MDR tox	IL1B secr inh	SW480 rereplic	DRD3 agonist
33	8.9%	5.0	?	5.3
34	0.0%	0.0	?	-19.4
35	4.4%	-18.3	15.8%	-1.3
36	2.8%	-16.7	-5.4%	0.6
37	0.8%	6.4	-29.0%	12.1
38	0.0%	7.8	-19.6%	0.5
39	23.6%	?	-2.3%	-5.7
40	17.9%	14.1	0.8%	1.3

# Further entries follow:
cpd	smiles	HT1080 IDH1KD tx	HT1080-NT tox	GLP-1R agonist	D3 antag	KB-3-1 tox
41	O=c1c2ccccc2nc(CN2CCCCCC2)n1-c1ccc(F)cc1	0.8%	6.4%	7.8%	21.2	-5.5%
42	COC(=O)C1=C(c2ccc(F)cc2OCc2ccccc2)C[C@@H]2CC[C@H]1N2C(=O)N1CCC(C)CC1	?	?	10.5%	?	?
43	CC(C)(C)c1ccc(O)c(CN2CCN(c3ccccc3)CC2)c1	-1.6%	0.7%	0.0%	-71.0*	?
44	C=CCn1c(O)c(C(CC)=Nc2ccc(N(C)C)cc2)c(=O)[nH]c1=O	-3.3%	-0.2%	2.3%	-9.3	5.6%

cpd	KB-V1 MDR tox	IL1B secr inh	SW480 rereplic	DRD3 agonist
41	5.9%	-2.1	-8.0%	11.6
42	?	-1.5	-4.1%	-26.9
43	?	0.0	-7.7%	-6.9
44	?	·	?	13.4

# The list is partial; count on the stated rates, not on these rows.
